# KDM5B inhibitor – Primary screen for KDM5B Histone Demethylases FDH-coupled qHTS; Lysine-specific demethylase 5B (Homo sapiens), Q9UGL1; KDM5B demethylase, FDH-coupled NADH fluorescence (FDH is formaldehyde dehydrogenase); Potency, µM (series often up to 57.7 µM), for inactives: top-dose activity change, negative = inhibition, actives largely listed as inhibitors; actives 2.6% (n = 220,000); active = well fitted inhibition curve with a large enough effect; inconclusive = small, poorly fitted or top-dose-only effect; inactive = no such curve, though single readings can be large or run the other way; also: 0% is about no effect; nearly all actives have a fitted effect of over 70% in size
#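 Compound dilutions met 200 nM (final) KDM5BΔAP for 10 min at room temperature before substrate addition. The substrate mix held 12.5 µM H3K4me3 with cofactors 25 µM α-ketoglutarate and 50 µM Fe²⁺. NADH signal gain over 30 min defined activity.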
# * = called active by the depositor; ? = inconclusive; & = joins results of further samples; [ ] = another dose, or the depositor's remark. Potency is read from the fitted curve at half-maximal effect.
SMILES,KDM5B inhibitor
COCC1CN(C)CC12CCN(Cc1ccc(OC)c(OC)c1Cl)CC2 (stereo not drawn),3%
CCCNc1c(NC(=O)Cc2cccs2)c(=O)oc2ccccc12,15%
COCCNC(=O)NC(=O)COC(=O)c1ccc(COc2ccc3c(C)cc(=O)oc3c2)cc1,?
CC(=O)c1ccccc1NC(=O)Cc1ccc(C)c(C)c1,10%
CCN(Cc1ccccc1)Cc1cc(=O)oc2ccc(C)cc12,-3%
CCOc1ccc(NS(=O)(=O)c2ccc(OCC(=O)NCc3ccc4c(c3)OCO4)c(C)c2)cc1,1%
CCN(CC(=O)NC(C)C)Cc1nc(-c2cccs2)oc1C,-11%
O=S(=O)(NC1CCN(S(=O)(=O)c2cc(C(F)(F)F)ccc2Cl)CC1)c1cccs1,1%
Cc1c(C(=O)N[C@@H]2COCC[C@H]2Oc2ccc(C(N)=O)cc2)cnn1C,31%
O=[N+]([O-])c1ccc(N2CCSCC2)cc1O,15%
CCOC(=O)c1cc(-c2ccccc2)n(CCC(=O)NCCc2ccc(OC)c(OC)c2)c1C,-8%
Cc1cc(F)ccc1NS(=O)(=O)c1c(C)nc2scc(C)n2c1=O,?
COc1ccc(NC(=O)c2cnc3n[nH]c(-c4ccc(OC)cc4C)c3n2)cc1,-21%[86.2 µM]
CCOC(=O)C1=C(N)Oc2c(oc(CO)cc2=O)C1c1ccccc1C(F)(F)F (stereo not drawn),-9%
CC(C)n1c(SCCC(=O)O)nc2c1c(=O)[nH]c(=O)n2C,14%
O=C(c1ccccc1OCC1CCCN(C2CCCCC2)C1)N1CCOCC1 (stereo not drawn),-2%
O=C(C1CCCC1)N1Cc2ccccc2CC2(CCN(CC3CCOCC3)C2)C1 (stereo not drawn),8%[115 µM]
Cc1ncoc1C(=O)NCc1cc(Cl)cc2c(C)c(-c3ccccc3)[nH]c12,35µM*
Cc1cc(SC(C)C(=O)NC(=O)NC(C)C)nc2ccccc12 (stereo not drawn),-11%
Cc1cc(C)c(S(=O)(=O)NCCn2c(C)cnc2C2CC2)c(C)c1,12%
Cc1onc(-c2cnn(C)c2NCc2ccccc2)c1C(=O)N1CCC(c2ccccc2)CC1,-2%
Cc1noc2c(N3CCOCC3)cc(-c3cccc(C(F)(F)F)c3)nc12,-8%[86.2 µM]
CCOc1ccc2nc(NC(=O)c3noc4c3COc3ccccc3-4)sc2c1,13%
C/C(=N\NC1=N[C@H]2CS(=O)(=O)C[C@H]2S1)c1ccccc1,6%
Cc1cc(C)c(C)c(S(=O)(=O)NCC(=O)Nc2ccccc2F)c1C,29%
CSc1sc(-c2nnc(SCC(=O)Nc3ccc(Cl)cc3)n2C)c2c1C=CCC2,105%[activator]
O=C(CS(=O)(=O)c1cccc2nsnc12)N1CCN(c2ccc(F)cc2)CC1,-2%&-10%
Cc1noc(C)c1CS(=O)(=O)c1ccc(F)cc1,-2%
CC(=O)c1cc2c(cc1NC(=O)CSc1nnc(C3CC3)n1C)OCO2,?
Nc1nc(-c2ccc(Cl)cc2)nn1C(=O)c1ccc(F)cc1,21%
Cc1ccc(NC(=O)c2sc3nc(-c4ccc(F)cc4)ccc3c2N)cc1F,?
O=C(Nc1ccc(F)cc1)c1oc2ccccc2c1NC(=O)C1CCCCC1,468%[activator]
O=C1CCCCCN1CC(=O)N1CCCC(OCc2ccccc2)C1 (stereo not drawn),-8%
FC(F)Oc1ccc(-c2c[n+]3c(n2-c2ccccc2)CCCCC3)cc1,-4%
Cc1ccc2oc(-c3ccc(NC(=O)c4oc5ccc(Cl)cc5c4C)cc3)nc2c1,?
CCN(CC)C(=O)C(NC(=O)c1cccc(OC)c1)C1CCN(C(=O)c2ccc3c(c2)OCO3)CC1 (stereo not drawn),1%
CCCn1nc(C(=O)Nc2cccc(C)c2C)c2ccccc2c1=O,-5%
CCCN1C(=O)Cc2cc(C(=O)O)ccc21,2%
CN(C)c1ccc(C(=O)N2CCN3C(=O)c4cc(Br)ccc4NC(=O)[C@H]3C2)cc1,-24%
Fc1ccc(-c2cnc3n2C[C@H](CNC2CCOCC2)OC3)cc1,-6%[86.2 µM]
O=C1CCN(C(=O)CN2CCCCCC2)CCCC(c2nc(-c3ccccc3)no2)CCN1 (stereo not drawn),?
CCn1cc(S(=O)(=O)Nc2cc(F)ccc2F)cn1,9%
O=C(NCCCCCCCN1CCCC1)c1ccco1,-7%
Cn1c(=O)c2c(-c3ccccc3)n3c(c2n(C)c1=O)C(c1ccc(O)cc1)OCC3(C)C (stereo not drawn),-13%
Cc1ccc(COc2ccc(C=O)cc2Cl)cc1,?
Cc1cccc(-c2nc3c4ccccc4nc(NCCc4ccccc4)n3n2)c1,-7%
COCC(=O)N(C[C@H]1O[C@@H](CC(=O)NC(C)C)[C@H](O)[C@@H]1O)C[C@H]1O[C@@H](CC(=O)NC(C)C)[C@H](O)[C@@H]1O,6%
C[C@H]1COc2cccc(N3CCSCC3)c2S(=O)(=O)N1C,9%
CCCCCC(=O)N1CCC(O)(c2csc(CN3CCN(c4ccccn4)CC3)n2)CC1,-8%
O=C1NC2(C(=O)Nc3ccc(Cl)cc3)CCC(=O)N2c2ccccc21 (stereo not drawn),22%
O=C(c1cc(-c2ccc(F)cc2)nc2ccccc12)N1CCCC(c2nc(C3CCOCC3)no2)C1 (stereo not drawn),?
CC(C)NC(=O)NC(=O)CSc1nnc(-c2ccccc2)c(-c2ccccc2)n1,11%
CCCS(=O)(=O)N1CCc2nn(CC3CC3)c(=O)n2CC1,9%
CCCc1ccc(-c2cc(C(=O)NCCCn3ccnc3)c3ccccc3n2)cc1,?
COP(=O)(OC)c1nc(-c2cccs2)oc1NCc1ccccc1,?
CC(C)c1ccc(NC(=O)C2CCCN(S(=O)(=O)c3ccc4[nH]c(=O)oc4c3)C2)cc1 (stereo not drawn),-1%
CCCc1cc(=O)[nH]c(SCc2nc(-c3ccc(OC)cc3)no2)n1,-16%
CCOCCCNC(=O)C(NC(=O)c1cccc(C)c1)C(C)C (stereo not drawn),28%
O=C(CNC(=O)c1ccc(Cl)c([N+](=O)[O-])c1)NCC1CCCO1 (stereo not drawn),9%
COc1ccc(CCNC(=O)CCc2c(C)c3cc4c(C)c(C)oc4cc3oc2=O)cc1OC,?

# Entries listed so far containing an aryl methoxy group (6):
SMILES,KDM5B inhibitor
COCC1CN(C)CC12CCN(Cc1ccc(OC)c(OC)c1Cl)CC2 (stereo not drawn),3%
CCOC(=O)c1cc(-c2ccccc2)n(CCC(=O)NCCc2ccc(OC)c(OC)c2)c1C,-8%
COc1ccc(NC(=O)c2cnc3n[nH]c(-c4ccc(OC)cc4C)c3n2)cc1,-21%[86.2 µM]
CCN(CC)C(=O)C(NC(=O)c1cccc(OC)c1)C1CCN(C(=O)c2ccc3c(c2)OCO3)CC1 (stereo not drawn),1%
CCCc1cc(=O)[nH]c(SCc2nc(-c3ccc(OC)cc3)no2)n1,-16%
COc1ccc(CCNC(=O)CCc2c(C)c3cc4c(C)c(C)oc4cc3oc2=O)cc1OC,?

# Later entries:
SMILES,KDM5B inhibitor
COc1ccc(C(=O)N2[C@@H]3CC[C@H]2CC(NC(=O)c2ccncc2)C3)cc1OC (stereo partly drawn),16%
Cc1ccc(-c2ccc(CCC(=O)Nc3nnc(C)s3)o2)cc1,18%
Cc1ccc(-c2nc(C(F)(F)F)cc(=O)[nH]2)cc1,6%
CS(=O)(=O)N1CCN(Cc2nc3ccsc3c(=O)[nH]2)CC1,5%
Cc1cc(C(=O)NC2CCc3nnc(C4CC4)n3CC2)c(C)n1Cc1ccco1 (stereo not drawn),-7%
COC[C@@H]1CN(C(=O)c2ccccc2OC)C[C@H]1c1ccccn1,-9%
COc1cc(CNCCSc2nnnn2C)ccc1OCc1ccccc1,-25%
CCC(=O)Nc1cc(C)c(O)c(-c2nc3ccccc3o2)c1,14%
Cc1nc(N2CCC(C(=O)NCc3cccc(Cl)c3)CC2)cc(C(F)(F)F)n1,?
CCN1c2cc(C(=O)NCc3ccccc3Br)ccc2C(=O)N2CCCCC21 (stereo not drawn),?
COc1ccc(-c2c(C)nn3c(C(F)(F)F)cc(-c4ccccc4)nc23)cc1,-2%
CN(Cc1ccsc1)C(=O)c1ccsc1,29%
N#Cc1ccccc1-c1ccc(-c2cn(Cc3nnc4ccccn34)nn2)o1,28µM*
CCCCCCCn1c(SCC(=O)c2ccccc2)nc2c1c(=O)[nH]c(=O)n2C,13%
Cc1ccc(CCNC(=O)C2CCC(=O)N(Cc3ccccc3F)C2)o1 (stereo not drawn),?
CC(C)CCN1CCn2c(nnc2-c2ccccc2)C1,11%[149 µM]
COCc1noc([C@@H]2CC(F)(F)CN2C(=O)C2CCC2)n1,1%
O=C(NCC(c1ccco1)N1CCCCC1)c1cc2ccccc2oc1=O (stereo not drawn),1%
COc1cccc(C(=O)N2CCC(n3cc(-c4nc(C5CC5)no4)nn3)C2)c1 (stereo not drawn),21%
CO[C@H]1[C@H](NC(=O)Cc2ccccc2)c2ccccc2C12CCNCC2,-23%

# Shown with bars between the fields: entries from further up
SMILES | KDM5B inhibitor
COCc1noc([C@@H]2CC(F)(F)CN2C(=O)C2CCC2)n1 | 1%
Cc1ccc(CCNC(=O)C2CCC(=O)N(Cc3ccccc3F)C2)o1 (stereo not drawn) | ?
CO[C@H]1[C@H](NC(=O)Cc2ccccc2)c2ccccc2C12CCNCC2 | -23%
COc1ccc(-c2c(C)nn3c(C(F)(F)F)cc(-c4ccccc4)nc23)cc1 | -2%

# (list continues)
SMILES,KDM5B inhibitor
CN(CCc1noc(C2CN(C(=O)CN3CCOCC3)C2)n1)S(C)(=O)=O,-11%
CCOC(=O)N1CCC2(CC1)NCCc1c2[nH]c2ccccc12,18%
COc1cc(OC)c(NC(C)C(=O)N2CCCC2)cc1Cl (stereo not drawn),17%
COc1ccccc1OCCNC(=O)CC1=C2CCCCC2N(Cc2ccccc2)C1=O (stereo not drawn),21%
CCn1c(C)cc(/C=C(\C#N)c2ccc(Br)cc2)c1C,-6%
CN1C(=O)C(O)(CC(=O)c2ccc3c(c2)OCO3)c2ccccc21 (stereo not drawn),?
Cc1cc(C)cc(NC(=O)Nc2ccc3ccccc3n2)c1,37%
CCOC(=O)c1ccc(NC(=O)CC2NCCNC2=O)cc1 (stereo not drawn),9%
COC(=O)c1ccc2nc(C)cc(Nc3cccc(Cl)c3C)c2c1,?
Cc1ccc(CNC(=O)c2cc3c(s2)-c2cc(C)sc2CC3)cc1,?
Cc1ccc(C(=O)COC(=O)c2ccccc2O)s1,-4%
CC(C)c1nc(N2CCOCC2)c(C#N)c2c1CCCC2,?
Fc1cc(F)cc(Cc2nc3nccc(-c4cccs4)n3n2)c1,25µM*
O=C(CSc1nc2c(oc3ccccc32)c(=O)n1Cc1ccco1)Nc1ccccc1,-63%
COc1cc(OC(F)(F)F)ccc1C(=O)NCc1nnc2n1C(C(=O)O)CC2 (stereo not drawn),?
CN1CC(=O)N(C2CCCC2)Cc2c(NCc3ccc(F)cc3)ncnc21,?
O=C(CCn1cncn1)N1CCN(S(=O)(=O)c2ccc(Cl)cc2)CC1,15%
C=CCc1c(C)nc(Nc2nc(C)c3cccc(C)c3n2)[nH]c1=O,3%
COc1ncc(CN2CCC3(CC2)OC(=O)N(Cc2ccccc2)C3(C)c2ccccc2)cn1 (stereo not drawn),-8%
O=C(COc1ccccc1Cl)Nc1ccc2oc(=O)ccc2c1,8%
CN(CCC#N)S(=O)(=O)c1cc(Br)ccc1Br,2%
Cc1cc(=O)[nH]c(SCC(=O)NC2CCCCC2)n1,27%
COc1ccc(C(=O)N[C@@H]2CCC[C@@H]2C(=O)N2CCN(c3cc(C)ccc3C)CC2)cn1,-2%
CCOc1ccccc1NC(=O)N(C)Cc1nc(-c2ccccc2C)oc1C,3%
COc1ccccc1NC(=O)Cn1ccn2nc3c(c2c1=O)CCCCC3,-4%
O=C(c1cnccn1)N1CCN(C(=O)N2CC3CC(C2)[C@H]2CCCC(=O)N2C3)CC1 (stereo partly drawn),12%
COCc1ccc(C(=O)N2CCn3nc(CCC(=O)NC4CC4)cc3C2)o1,?
O=C(c1ccc2[nH]ccc2c1)N1CCN(C(=O)c2cc3ccccc3[nH]2)CC1,12%
O=C(CCc1ncc(-c2ccc(Cl)cc2Cl)o1)NCc1ccccc1,15%
CCCCn1cc(S(=O)(=O)c2ccc(F)cc2)c(=O)c2ccccc21,11%
COc1ccc2c(ccn2CCNC(=O)Cn2nc3c(cc2=O)CCCCC3)c1,3%
Cc1cccc(C(C(=O)N2CCN(Cc3noc(C)n3)CC2)N(C)C)c1 (stereo not drawn),-5%
CC1CCCCN1Cc1c(O)ccc2c(=O)c(-c3ccc(Cl)cc3)coc12 (stereo not drawn),?
Cc1ccc(CNc2ccc3cc(S(=O)(=O)N4CCCCC4)ccc3n2)cc1,0%
Cc1c2cnn(CC(=O)NC(C)C)c(=O)c2c(C)n1Cc1ccccc1Cl,1%

# 6 of the entries above in order of their number in KDM5B inhibitor, low to high:
compound | KDM5B inhibitor
Cc1cccc(C(C(=O)N2CCN(Cc3noc(C)n3)CC2)N(C)C)c1 (stereo not drawn) | -5%
CN(CCC#N)S(=O)(=O)c1cc(Br)ccc1Br | 2%
CCOc1ccccc1NC(=O)N(C)Cc1nc(-c2ccccc2C)oc1C | 3%
CCCCn1cc(S(=O)(=O)c2ccc(F)cc2)c(=O)c2ccccc21 | 11%
O=C(c1ccc2[nH]ccc2c1)N1CCN(C(=O)c2cc3ccccc3[nH]2)CC1 | 12%
O=C(CCc1ncc(-c2ccc(Cl)cc2Cl)o1)NCc1ccccc1 | 15%

# High-throughput results (PubChem BioAssay)

# An excerpt; count on the stated rates, not on these rows.
